CHT inh: human CHT choline transport inhibition; B-score at 10 µM; actives 0.86% (n = 310,000); CHT-expressing cells, membrane potential dye, choline response; hits give low values;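 active = B-score over 3 SD under the library average, and starting fluorescence ratio not unusually high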;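 note: choline stimulus applied at its EC90 after an EC20 pre-addition; B-score computed on integrated fluorescence ratio after choline addition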
Target sequence (Q9GZV3 whole entry, looked up): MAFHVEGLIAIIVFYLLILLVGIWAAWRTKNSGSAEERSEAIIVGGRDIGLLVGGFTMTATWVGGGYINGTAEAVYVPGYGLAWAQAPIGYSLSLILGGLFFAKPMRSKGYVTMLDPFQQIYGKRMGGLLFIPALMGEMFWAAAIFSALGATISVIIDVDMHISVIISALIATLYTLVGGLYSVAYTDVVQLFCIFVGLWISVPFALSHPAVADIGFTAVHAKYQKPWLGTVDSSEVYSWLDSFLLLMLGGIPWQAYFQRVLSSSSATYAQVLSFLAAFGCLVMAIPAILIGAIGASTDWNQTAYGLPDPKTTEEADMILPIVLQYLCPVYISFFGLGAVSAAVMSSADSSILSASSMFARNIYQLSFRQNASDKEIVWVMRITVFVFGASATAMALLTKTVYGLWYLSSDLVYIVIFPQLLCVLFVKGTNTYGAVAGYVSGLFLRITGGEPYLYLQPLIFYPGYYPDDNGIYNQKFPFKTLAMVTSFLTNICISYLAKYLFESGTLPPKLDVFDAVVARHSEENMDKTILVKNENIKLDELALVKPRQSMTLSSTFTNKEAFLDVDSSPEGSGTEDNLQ
STK33 inh: human STK33 kinase inhibition; actives 0.073% (n = 320,000); Q9BYT3; inhibition, % at 10 µM; AID 2661; purified STK33, MBP phosphorylation, ADP-Glo luminescence;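 active = inhibition at or above 25%, using the most active replicate where run in duplicate; inactive = inhibition below 25%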
Target sequence (Q9BYT3 whole entry, looked up): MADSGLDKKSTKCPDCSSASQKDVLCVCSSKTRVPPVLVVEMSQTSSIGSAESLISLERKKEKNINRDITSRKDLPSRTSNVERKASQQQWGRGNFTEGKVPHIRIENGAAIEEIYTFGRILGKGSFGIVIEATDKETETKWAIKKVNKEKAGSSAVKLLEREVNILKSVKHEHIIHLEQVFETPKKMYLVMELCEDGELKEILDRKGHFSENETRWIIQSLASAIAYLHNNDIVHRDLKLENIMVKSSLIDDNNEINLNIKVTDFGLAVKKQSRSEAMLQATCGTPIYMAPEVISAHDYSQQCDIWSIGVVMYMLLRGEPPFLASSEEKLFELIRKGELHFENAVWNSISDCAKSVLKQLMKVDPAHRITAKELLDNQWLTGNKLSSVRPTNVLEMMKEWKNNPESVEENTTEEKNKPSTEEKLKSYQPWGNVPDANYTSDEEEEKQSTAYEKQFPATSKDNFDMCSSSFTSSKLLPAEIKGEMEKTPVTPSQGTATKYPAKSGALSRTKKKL
CHT allo act: human CHT allosteric activation; CHT-expressing cells, membrane potential dye, choline EC20; hits give high values; LV-AA mutant CHT in HEK293 cells; B-score at 10 µM; actives 0.49% (n = 310,000); AID 488977;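 active = initial fluorescence not abnormally high and integrated response B-score, plate-corrected, over 3 SD above library mean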
Numbers without * were called inactive; i = inactive; / = not tested or not shown.

SMILES | CHT inh | STK33 inh | CHT allo act
C=CCn1c(COc2ccccc2)nnc1SC(C)C(=O)N/N=C/c1cc(Cl)ccc1O (stereo not drawn) | i | -1.7 | i
Cn1cc(CNC(=O)c2cc(-c3ccc(Br)cc3)nc3ccccc23)cn1 | i | -0.7 | i
COc1cc(NS(=O)(=O)c2ccc(NC(=O)c3ccc(S(=O)(=O)N4CCCCC4)cc3)cc2)ncn1 | i | -0.3 | i
CCOC(=O)[C@@H]1[C@H]2COc3ccccc3[C@@H]2N2C(=O)N(c3ccc(F)cc3)C(=O)[C@]12C | i | -0.9 | i
COc1ccccc1NC(=O)NNC(=O)c1ccc2ccccc2c1O | i | -1.7 | i
CCCn1cnc2cc(NCc3ccccc3O)ccc21 | i | 1.0 | i
CCCc1nnc(NC(=O)CCC(=O)N2CCC(C)CC2)s1 | i | -1.9 | i
Cn1ccnc1SCC(=O)Nc1cccc(S(=O)(=O)N2CCCCC2)c1 | i | -0.9 | i
CCOC(=O)CSc1nnc([C@H](Cc2ccccc2)NC(=O)OC(C)(C)C)o1 | i | 0.4 | i
CC1=C(C(N)=O)C(c2ccc3c(c2)OCO3)n2nc(-c3cccc(C)c3)nc2N1 (stereo not drawn) | i | 0.1 | i
CCN(CC)Cc1c(C(=O)N/N=C/c2cccc3ccccc23)nnn1-c1nonc1N | i | 1.2 | i
CCCN(Cc1cc2cccc(C)c2[nH]c1=O)S(C)(=O)=O | i | -2.1 | i
Nc1cnccc1C(=O)O | i | 0.9 | i
COc1cc(OC)cc(C(C)=O)c1 | i | 0.1 | i
Cc1ccc2c(CC(=O)N3CCOCC3)coc2c1 | i | -0.4 | i
COc1ccc(-n2c(=O)c3ccccc3n(CC(=O)c3ccccc3)c2=O)cc1OC | i | 0.8 | i
COC(=O)[C@@]12CCCN1[C@H](c1ccc(-c3ccc(C(C)=O)cc3)c(OC)c1)[C@H]1C(=O)N(C)C(=O)[C@H]12 | i | -1.2 | i
O=C(Nc1nnc(C(F)(F)F)s1)c1ccc(N2C(=O)C3C4C=CC(C4)C3C2=O)cc1 (stereo not drawn) | i | 1.2 | i
COc1ccc(OC)c(C(=O)c2c(C)oc3cc([N+](=O)[O-])c(O)c([N+](=O)[O-])c23)c1 | i | 0.9 | i
C/C(=N\OC(=O)c1ccccc1)c1c(C)nc2cc(C)ccn12 | i | 1.7 | i
COc1ccc(OC)c(S(=O)(=O)N2CCC(C(=O)Nc3cccc(C)c3)CC2)c1 | i | 0.4 | i
COc1cc(Cl)cc(NC(=O)CCN2CCN(C)CC2)c1 | i | -2.0 | i
CCCCn1c(SCC(=O)Nc2ccc(C)c(S(=O)(=O)N3CCOCC3)c2)nnc1C(CC)N(C)C (stereo not drawn) | i | 0.0 | i
CCC(CC)=NNc1ccc([N+](=O)[O-])cc1[N+](=O)[O-] | i | -0.8 | i
CCC1CN(C(=O)NCc2ccc(F)cc2)c2ccccc2O1 (stereo not drawn) | i | -0.6 | i
Next part:
SMILES | CHT inh | STK33 inh | CHT allo act
O=S(=O)(Nc1nc2ccccc2s1)c1ccc(Cl)nc1 | i | -0.1 | i
Cc1ccc(S(=O)(=O)N2CCCC2)cc1C(=O)NCCN1CCOCC1 | i | 2.3 | i
O=C(c1cc2cc(F)ccc2[nH]1)N(Cc1cccnc1)CC1CCCN(C2CCCCC2)C1 (stereo not drawn) | i | -0.7 | i
Cc1c2cnn(-c3ccccc3)c(=O)c2c(C)n1CCCC(=O)N1CCN(C)CC1 | i | 0.5 | i
CC(C)Nc1nc(NNc2nc(Cl)nc(NC(C)(C)C)n2)nc(NC(C)C)n1 | i | -1.2 | i
Cc1cc(C)n2nc(SCCOc3ccccc3)nc2n1 | i | 1.8 | i
CCn1nc(C)c(CN2CCCC(CO)(Cc3cccc(Cl)c3)C2)c1C (stereo not drawn) | i | -0.5 | i
COCCNC(=O)CCCn1c(=O)c2ccccc2n(Cc2cccc([N+](=O)[O-])c2)c1=O | i | -1.8 | i
CC(C)Cc1nc(Nc2ccccc2C#N)c2nnn(Cc3ccccc3)c2n1 | i | 0.0 | i
CC1=NN(C(N)=S)C(=O)C1N=Nc1ccc([N+](=O)[O-])cc1 (stereo not drawn) | i | 2.2 | i
COc1ccc(CNC(=O)[C@@H](NC(=O)C2CCN(C(=O)[C@@H]3CCCN3C(=O)OC(C)(C)C)CC2)C(C)C)cc1 | i | -0.9 | i
C=CCC(C(=O)OC)(C(=O)OC)c1ccc(C(F)(F)F)cc1[N+](=O)[O-] | i | -0.9 | i
Cc1ccc(SCCCCN2CCOCC2)cc1 | i | 5.5 | i
CCN(CC)C(=S)NC(=O)c1cc(OC)c(OC)c(OC)c1 | i | -0.9 | i
Cc1cc(C(=O)Nc2nccs2)c2cc(F)ccc2n1 | i | -0.2 | i
c1ccc2c(c1)NC(CN1CCOCC1)CO2 (stereo not drawn) | i | -1.0 | i
CC(=O)N1CCN(C(=O)COC(=O)COc2ccc(C#N)cc2)CC1 | i | -0.2 | i
CN1CCN(S(=O)(=O)c2ccc3c4c(cccc24)C(=O)N3)CC1 | i | 15.3 | 10.1*
CN(Cc1ccccc1)S(=O)(=O)c1cc2c3c(c1)CCN3C(=O)CC2 | i | 0.3 | i
Clc1ccccc1/C=C/c1nc(-c2cccnc2)no1 | i | -1.3 | i
CN(C)S(=O)(=O)c1ccc(C(=O)Nc2ccccc2F)cc1 | i | -0.3 | i
Clc1ncc(CSc2ccccc2)s1 | i | -0.4 | i
COc1ccc(CN(C(=O)c2cc3ccccc3oc2=O)C2CCCCC2)cc1OC | i | 0.3 | i
CCOC(=O)N1CCN(C(=O)CSc2nc(-c3cccc(C)c3)ns2)CC1 | i | -2.6 | i
CCN(CC)S(=O)(=O)c1ccc(C(=O)NCc2nnc(SCC(=O)OC)n2C)cc1 | i | / | i
The list continues:
SMILES | CHT inh | STK33 inh | CHT allo act
S=C(Nc1ccc(Br)cc1Cl)N1CCC2(CC1)OCCO2 | i | 0.2 | i
COc1ccc(OC)c(NC(=O)C(Sc2ccccc2)c2ccccc2)c1 (stereo not drawn) | i | 0.1 | i
O=C(CSc1nc2scc(-c3ccccc3)c2c(=O)[nH]1)N1CCCCC1 | i | 1.2 | i
COCCNC(=O)CN(C(=O)CCC(=O)Nc1cc(C)on1)c1ccccc1C | i | -1.5 | i
Cc1ccccc1OCCCC(=O)Nc1ccc(S(=O)(=O)Nc2onc(C)c2C)cc1 | i | 2.7 | i
O=C(CNC(=O)c1cccs1)N/N=C/c1ccc(O)cc1O | i | -0.1 | i
CNC(=S)N(CCCN(C)C)Cc1cc2cc3c(cc2[nH]c1=O)OCCO3 | i | -1.4 | i
COc1cc(/C=N/NC(=O)c2ccncc2)ccc1OCC(=O)Nc1ccccc1 | i | -0.4 | i
O=C(NCC(=O)N(Cc1cccs1)C(C(=O)NC1CCCC1)c1ccco1)c1cccs1 (stereo not drawn) | i | 0.2 | i
CC(C)c1ccc2[nH]c3nc(SCC(=O)N4CCOCC4)nnc3c2c1 | i | -0.8 | i
Cc1ccc2[nH]c(=O)c(CN(Cc3ccco3)S(=O)(=O)c3c(C)ccc4nsnc34)cc2c1 | i | -2.4 | i
Cc1ccc(/C=C/C(=O)c2ccc(N3CCOCC3)cc2)s1 | i | 0.3 | i
Cn1nc(C(=O)NNC(=O)C2CSC3(C)CCC(=O)N23)c2ccccc2c1=O (stereo not drawn) | i | 1.0 | i
CS(=O)(=O)N1CCc2cc(S(=O)(=O)N3CCCCC3)ccc21 | -7.45* | -2.1 | i
C=CCn1c(C)cc(C(=O)CSc2nnc3c(Cl)cc(Cl)cn23)c1C | i | -0.8 | i
Clc1ccccc1CNCC1CCCO1 (stereo not drawn) | i | 0.3 | i
COc1cc(/C=C(/NC(=O)c2ccccc2Cl)C(=O)O)cc(OC)c1OC | i | -0.3 | i
C=CCn1c(SCC(=O)Nc2cc(OC)c(NC(=O)c3ccco3)cc2OC)nnc1-c1ccncc1 | i | 0.2 | i
COc1ccc(NC(=O)CC(C)c2ccccc2)c([N+](=O)[O-])c1 (stereo not drawn) | i | -0.1 | i
CCC(=O)c1cc2c(cc1NC(=O)C(C)C)OCCO2 | i | -0.8 | i
COc1ccc(C(CNC(=O)c2cccnc2SC)N2CCOCC2)cc1 (stereo not drawn) | i | -0.3 | i
CC1=CCC(C(=O)N/N=C/c2cccs2)C(c2ccc(F)cc2)C1 (stereo not drawn) | i | 0.9 | i
CCOc1ccc(NC2=NC(C)(C)N=C(N)N2)cc1 | i | -0.3 | i
O=C(O)c1cc(NN=Nc2ccc(Br)cc2)cc([N+](=O)[O-])c1 | i | 1.3 | i
O=c1cc(-c2ccc(Br)cc2)[nH][nH]1 | i | 0.6 | i

2 entries from above, set out differently:
Values run as follows: CHT inh	STK33 inh	CHT allo act
O=C(NCC(=O)N(Cc1cccs1)C(C(=O)NC1CCCC1)c1ccco1)c1cccs1 (stereo not drawn)
 : i	0.2	i
CC(C)c1ccc2[nH]c3nc(SCC(=O)N4CCOCC4)nnc3c2c1
 : i	-0.8	i

Continued.
SMILES | CHT inh | STK33 inh | CHT allo act
O=C(Nc1ccc(Br)cc1Cl)c1ccc2c(=O)n3c(nc2c1)CCC3 | i | -2.3 | i
CC(=O)Nc1ccc(S(=O)(=O)NC(=O)C23CC4CC(CC(C4)C2)C3)cc1 | i | 0.0 | i
CCn1c(C(O)c2ccc3c(c2)OCO3)nc2ccccc21 (stereo not drawn) | i | -2.2 | i
CC(=O)c1cccc(NC(=O)Cc2cccs2)c1 | i | / | i
O=C(NCc1ccncc1)C1COc2ccccc2O1 (stereo not drawn) | i | -1.0 | i
COc1ccc(CC(=O)NNC(=O)c2ccc(SCc3cc(F)ccc3F)c([N+](=O)[O-])c2)cc1 | i | -1.0 | i
Cc1nn(C)c(NC(=O)c2ccc(Cl)cc2)c1Cl | i | 0.5 | i
Cc1[nH]c(-c2ccc(F)cc2)cc1C(=O)N1CCN(c2ccc(Cl)cc2)CC1 | i | -0.6 | i
CCS(=O)(=O)N1CCN(c2ccccc2)CC1 | i | 1.2 | i
O=C(N/N=C/c1cccs1)c1cc(C2CC2)nc2ccccc12 | i | -0.6 | i
COc1ccc(OC)c(S(=O)(=O)N2CCN(c3ccccn3)CC2)c1 | i | -0.2 | i
CC1CCCN(C(=O)COC(=O)Cc2ccc(Cl)cc2)C1 (stereo not drawn) | i | -0.8 | i
CC[C@H](C)Cc1cn([C@@H](CCCN=C(N)N)C(=O)NCCCCCCCCCCC(=O)N2CCNCC2)nn1 | i | 0.2 | i
O=C(COC(=O)CNC(=O)c1ccc(Cl)cc1Cl)NC1CCCCCCC1 | i | -1.5 | i
CCS(=O)(=O)N1Cc2ccccc2CC1C(=O)OCC(=O)Nc1ccc(C)cc1 (stereo not drawn) | i | -1.8 | i
CCC(C(=O)NCCCN1CCOCC1)n1c2ccccc2c2nc(=O)cc(C)n21 (stereo not drawn) | i | 0.6 | i
CCOC(=O)N1CCN(C(=S)NC(=O)c2ccc(F)cc2)CC1 | i | 0.5 | i
Cc1nc2ncccn2c1-c1csc(Nc2cccc(C(=O)O)c2)n1 | i | -0.7 | i
Cc1ccc(CNC(=O)[C@@H](NC(=O)Cc2ccccc2)C(C)C)cc1 | i | -1.1 | i
Cc1ccn2c(CNCC3OCCc4ccccc43)c(C(=O)N3CCCCCC3)nc2c1 (stereo not drawn) | i | -2.6 | i
NC(=O)C1C(c2ccccc2)=C1c1ccccc1 | i | 1.3 | i
Cc1ccccc1OCC(=O)OCC(=O)NCCNC(=O)COC(=O)COc1ccccc1C | i | -0.5 | i
CCNC(=S)Nc1cc(-c2ccc(Cl)cc2)[nH]n1 | i | 0.1 | i
CCSC1=NCCN1C(=O)C(C)(C)Oc1ccc(Cl)cc1 | i | 0.4 | i
COc1ccccc1CC(=O)NCCCc1ccccc1 | i | 0.0 | i

Reformatted with two lines to a compound: part of the list above.
Values run as follows: CHT inh	STK33 inh	CHT allo act
- Cc1[nH]c(-c2ccc(F)cc2)cc1C(=O)N1CCN(c2ccc(Cl)cc2)CC1
→ i	-0.6	i
- CCS(=O)(=O)N1CCN(c2ccccc2)CC1
→ i	1.2	i
- O=C(N/N=C/c1cccs1)c1cc(C2CC2)nc2ccccc12
→ i	-0.6	i
- COc1ccc(OC)c(S(=O)(=O)N2CCN(c3ccccn3)CC2)c1
→ i	-0.2	i
- CC1CCCN(C(=O)COC(=O)Cc2ccc(Cl)cc2)C1 (stereo not drawn)
→ i	-0.8	i
- CC[C@H](C)Cc1cn([C@@H](CCCN=C(N)N)C(=O)NCCCCCCCCCCC(=O)N2CCNCC2)nn1
→ i	0.2	i
- O=C(COC(=O)CNC(=O)c1ccc(Cl)cc1Cl)NC1CCCCCCC1
→ i	-1.5	i

Following part
SMILES | CHT inh | STK33 inh | CHT allo act
Clc1ccc2c(c1)-c1nnc(Br)n1-c1ccccc1S2 | i | 9.3 | i
CCCCCN(C(=O)NC(=O)Nc1ccccc1OC)S(C)(=O)=O | i | -0.2 | i
Cc1ccc(/C=C/C(=O)NC(=S)N2CCN(c3ccc(F)cc3)CC2)cc1 | i | -1.0 | i
Cc1ccc(NC(=O)c2c3c(nc4ccccc24)CCC3)cc1 | i | -0.8 | i
CCn1nc(NC(C)=O)c2cc3ccc(C)cc3nc21 | i | 0.6 | i
CCN(CC)S(=O)(=O)c1cc(C(=O)NC2CCCCC2)ccc1C | i | -1.2 | i
CCN(CC)S(=O)(=O)c1ccc(N2CCCCC2)c(NC(=O)/C=C/c2ccc(OC)c(OC)c2)c1 | i | -0.8 | i
COc1ccc2c(c1)CC/C(=C\c1ccc(OC)c(Cn3cccn3)c1)C2=O | i | -1.0 | i
COc1ccc(C(=O)N2CCCN(C)CC2)c(OC)c1 | i | 2.9 | i
NC(=O)c1ccc(NC(=O)C#Cc2ccccc2)cc1 | i | 1.0 | i
COc1cc(C(=O)NC2=C(C#N)CCC2)cc(OC)c1OC | i | -2.6 | i
O=C(CCNC(=O)c1ccc(Br)cc1)Nc1nccs1 | i | -1.4 | i
